Insulin prom inh – TRM-6 insulin promoter activity inhibition. TRM-6 cells (human fetal islet line), insulin promoter-eGFP reporter, imaging; reporter expression induced with tamoxifen. inhibition, % at 2 µM. actives 0.9% (n = 130,000). AID 1273;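 active means inhibition above the mean plus 3 SD, with well images judged a real hit on visual review, cut at about 60% in these data, passing the limit was not always enough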
SDO1 yeast rescue – restores growth of sdo1-depleted yeast; actives 0.21% (n = 140,000); z-score at 10 µM; AID 817; S. cerevisiae sdo1-depleted JHY4D growth rescue, OD600 30 h; hits give high values; pdr5 snq2 efflux-pump mutant strain;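 active means z-score above 3 at both the 24 hr and the 30 hr optical density reads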;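 further: z-score against mean and SD of all compound wells on the same plate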
SDO1 yeast rescue Rescue 24 h – further read-out of SDO1 yeast rescue, marked with its call; z-score; S. cerevisiae sdo1-depleted JHY4D growth rescue, OD600; measured here: growth rescue at 24 h;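 0 is the plate mean of compound wells and units are plate SD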
Numbers without * were called inactive; . = not tested or not shown.

SMILES | Insulin prom inh | SDO1 yeast rescue | SDO1 yeast rescue Rescue 24 h
CS(=O)(=O)c1sc2nc(-c3ccccc3)cc(-c3ccccc3)c2c1N | 6.9 | -1.55 | -0.37
CCC(=O)N1CCc2cc(S(=O)(=O)CCC(=O)Nc3ccc(C)c(F)c3)ccc21 | 0.0 | 0.26 | -0.52
Cc1c(Cl)c([N+](=O)[O-])nn1Cc1ccc(C(=O)N/N=C\c2cccc(Br)c2)o1 | 42.9 | 0.99 | 0.37
Cn1c(=O)[nH]c(=O)c2c1nc(NCc1ccccc1)n2CC(O)c1ccccc1 (configuration not stated) | 20.0 | 0.8 | -0.1
CCc1ccccc1NC(=O)N1CCC(NC(=O)C(Cc2ccccc2)NC(C)=O)CC1 (configuration not stated) | -6.7 | . | .
Cc1ccc(-c2nnn(CC(=O)N(Cc3cccs3)C(C(=O)NC3CCCC3)c3ccncc3)n2)cc1 (configuration not stated) | -85.7 | 0.87 | 1.27
Fc1ccc(NC(=S)N/N=C/c2ccc(F)c(F)c2)cc1 | 11.1 | . | .
Cc1cccc(NC(=O)c2sc(Cl)nc2-c2ccccc2)c1 | -63.3 | -0.14 | -0.02
CCOc1ccc(OCC)c(NC(=O)CSc2nnc(-c3cccnc3)o2)c1 | . | 0.81 | -0.47
O=C(c1ccccc1NS(=O)(=O)c1ccc(F)cc1)N1CCc2ccccc21 | . | -1.14 | -1.1
O=C(Nc1ccc(OC(F)F)cc1)c1ccccn1 | 62.5 | . | .
Cc1ccc(CN(C(=O)Cc2cccs2)C(C(=O)NC2CCCC2)c2ccncc2)cc1 (configuration not stated) | -26.7 | -0.42 | -0.72
CCc1ccc(OCC(=O)OCC(=O)c2ccc3c(c2)NC(=O)CO3)cc1 | -6.7 | 0.61 | 1.12
Cc1cc(/C=C(/C#N)c2cccc(Cl)c2)c(C)n1C | -22.6 | -0.39 | -0.09
Cc1cccc(-c2n[nH]c([N+](=O)[O-])n2)c1 | . | 0.54 | 0.46
CCc1ccc(OCC(=O)N/N=C(\C)c2ccc3c(c2)OCCO3)cc1 | 0.0 | -1.14 | -1.06
Cn1c(SCc2ccccc2)nnc1-c1ccncc1 | 0.0 | 0.91 | 0.42
CCOc1ccccc1NC(=O)Cc1coc2cc(C)ccc12 | -2.9 | -0.81 | -0.84
O=C(Nc1ccc(S(=O)(=O)Nc2ccc(Cl)cc2)cc1)C1CCCO1 (configuration not stated) | -80.0 | 0.1 | -0.02
Cc1ccc(N2CC(C(=O)Oc3cccc(N4C(=O)CCC4=O)c3)CC2=O)cc1 (configuration not stated) | -60.0 | -0.27 | -0.58
COc1ccc(/C=c2\s/c(=C/C(=O)c3ccc(C)cc3)[nH]c2=O)c(OC)c1 | -63.6 | 1.03 | 1.04
Cc1ccc(N2CN(Cc3ccco3)CNC2=S)c(C)c1 | 33.3 | -0.09 | 0.04
Cc1cc(C(=O)N/N=C/c2ccc[nH]2)n[nH]1 | . | 1.26 | 1.42
CC1(C)C=C(c2ccc(C=O)s2)CC(C)(C)N1 | 15.9 | 1.14 | 0.67
O=C(OC(C(=O)NCc1ccc2c(c1)OCO2)c1ccccc1F)c1ccco1 (configuration not stated) | . | -0.53 | 0.09
Cn1nnc(NC(=O)c2cccs2)n1 | 33.3 | . | .
Cc1noc(C)c1C(=O)OCC(=O)/C=C1\N(C)c2ccccc2C1(C)C | . | -0.03 | -0.03
CCOc1ccc(NS(=O)(=O)c2ccc3[nH]c(=O)oc3c2)cc1 | . | 0.4 | 0
Cc1cccc(OCC(=O)O/N=C(\N)Cc2ccc(Cl)cc2)c1 | 13.5 | -2.88 | -2.1
Cc1cc(C)cc(NC(=O)CSc2cc(C(=O)c3nccn3C)c3ccccc3n2)c1 | 13.5 | 1.71 | 1.8
COc1ccccc1C(=O)OCCCN=C1NS(=O)(=O)c2ccccc21 | -26.7 | . | .
Clc1cccc(Cl)c1CSc1nnc(/C=C/c2ccccc2)o1 | 41.4 | 0.61 | 0.46
O=[N+]([O-])c1ccccc1/C=N/N1CCN(c2ccccn2)CC1 | -48.8 | -0.15 | -0.52
CCO/C=N/c1c(C#N)c(CC#N)nn1-c1ccccc1 | 15.2 | -0.17 | -1.15
CCCCC(=O)Nc1cc(NC(=O)CC)ccc1Cl | -21.1 | 3.4* | 3.88*
COc1ccccc1CNC(=O)CCCc1ccccc1 | 8.3 | 0.84 | 1.71
CC1=C(C(=O)Nc2ccccc2)C(c2cccs2)NC(=O)N1 (configuration not stated) | -30.0 | . | .
CCOc1cc(N2CCOCC2)c(OCC)cc1NC1=NCCCCC1 | . | 0 | -0.41
O=C(c1ccc(Cn2c(=S)[nH]c3ccccc3c2=O)cc1)N1CCN(c2ccccn2)CC1 | 36.8 | . | .
O=C(Cc1coc2cc3c(cc12)CCC3)NC1CCCCCCC1 | -76.7 | -0.44 | -0.91
Cc1cc(=O)oc(C)c1C(=O)Nc1cccc2ccccc12 | -3.6 | 1.4 | 1.54
Cc1ccccc1C(=O)NCC(=O)O | -11.8 | . | .
CCc1ccc(S(=O)(=O)NCc2cn3ccsc3n2)s1 | . | 0.79 | 0.62
O=C1CC(C(F)(F)C(F)(F)C(F)(F)C(F)F)=Nc2ccccc2N1 | -54.5 | -0.48 | -1.03
CCCN(CCC)CCNC(=O)C1CCN(Cc2nc(-c3ccc(Cl)cc3)oc2C)CC1 | . | 0.32 | 0.58
Cc1n[nH]c(=O)n1-c1cccc(C(F)(F)F)c1 | -3.6 | -0.45 | -0.47
CCC(=O)Nc1cccc(C(=O)c2ccccc2)c1 | 54.3 | 0.37 | -0.47
COc1ccc(OC)c(N(CC(=O)Nc2cccnc2)S(=O)(=O)c2ccc(C)cc2)c1 | -14.3 | -0.45 | -0.27
COc1ccc(NC(=O)c2cc(-c3cccnc3)nc3c(C)c(C)ccc23)c(OC)c1 | . | -1.07 | -0.71
Cc1sc2nc(C3CCCCC3)nc(SCC(=O)N3CC(=O)Nc4ccccc43)c2c1C | -8.3 | -0.06 | 1.04
C/C(=N\NC(=O)CNc1cccc(C(F)(F)F)c1)c1cccc(Br)c1 | . | -0.21 | 0.3
O=C(COC(=O)c1cccnc1Cl)Nc1nc(-c2ccccc2)cs1 | . | 0.09 | -0.08
COc1ccc(/C=N/NC(=O)COc2ccc3ccccc3c2)c(C(=O)O)c1OC | 3.6 | 1.22 | 1.79
Cc1ccc2cc(C(c3nnnn3C3CCCC3)N(Cc3ccco3)Cc3cccs3)c(=O)[nH]c2c1 (configuration not stated) | -60.0 | -0.56 | -0.3
CC(/C=N/NC(=O)c1cc(C(C)(C)C)[nH]n1)=C\c1ccccc1 | -11.5 | -1.59 | -1.87
CCn1c(CSCc2ccccc2)n[nH]c1=S | 11.8 | . | .
Cc1ccc(SCc2[nH]nc3c2C2(C(=O)Nc4ccc([N+](=O)[O-])cc42)C(C#N)=C(N)O3)cc1 (configuration not stated) | -15.4 | 1.33 | 1.2
CC1Cc2ccccc2N1C(=O)CN1C(=O)COc2ccccc21 (configuration not stated) | 40.0 | -0.34 | -0.45
COC(=O)c1ccc(COC(=O)C(CCS(C)(=O)=O)N2C(=O)c3ccccc3C2=O)cc1 (configuration not stated) | . | 0.33 | -0.01
CSc1nnnn1-c1ccc(C(=O)O)cc1 | -41.5 | 0.77 | 0.03
(list continues)
SMILES | Insulin prom inh | SDO1 yeast rescue | SDO1 yeast rescue Rescue 24 h
CCN(C(=O)c1ccc(NC(C)=O)cc1)c1ccccc1 | . | 0.85 | 0.76
CC(C)(C)NC(=O)COC(=O)c1cncc(Br)c1 | 2.3 | 1.18 | 0.98
S=C(NCc1ccncc1)Nc1ccc(Cl)c(Cl)c1 | -6.2 | -0.66 | -0.1
Cc1ccccc1N(CC(=O)NC1CCCC1)C(=O)C1(C)CC(=O)N=C2C=CC=CN21 (configuration not stated) | -31.0 | 0.01 | -0.01
Cc1cc(C(=O)Nc2ccc(S(=O)(=O)N3CCCC3)cc2)cs1 | 15.4 | -1.46 | -1.27
O=C(NNS(=O)(=O)c1ccccc1)C(O)(c1ccccc1)c1ccccc1 | -31.0 | 0.58 | 0.39
S=C(NCc1ccc2c(c1)OCO2)Nc1ccc2nsnc2c1 | 26.7 | . | .
CC(C)NC(=O)c1ccc(-c2ccccc2C(F)(F)F)o1 | 22.2 | -0.87 | -1.14
CCN=C1S/C(=C\c2cn(C(C)=O)nc2-c2ccccc2)C(=O)N1CC | -28.9 | -1.56 | -1.11
COCCN1Cc2cccc(C(=O)Nc3cccc(OC)c3)c2C1=O | . | 0.64 | -0.03
CCOC(=O)c1nn(-c2ccccc2)c2nnc(Cc3ccc(Cl)cc3)c(=O)n12 | -21.4 | 0.35 | 0.28
COC(=O)CCC(NC(=O)OCc1ccccc1)C(=O)NC(CC(C)C)C(=O)OC (configuration not stated) | -35.7 | 1.07 | 1.29
COc1ccc(N(CC(=O)Nc2cccc(OC)c2)S(=O)(=O)c2c(C)nn(C)c2C)cc1 | . | -0.24 | -0.46
O=C(O)C1Sc2[nH]c(=O)sc2C2c3cc(Cl)ccc3OC(=O)C12 (configuration not stated) | . | 0.95 | 0.67
CN(C)CCCNC(=O)COc1ccc(Br)cc1Cl | -11.1 | 0.77 | 0.52
Cc1cccc(NC(=O)c2cc(-c3ccco3)nc3ccccc23)n1 | -5.0 | -1.42 | -1.37
O=C(O)C1CCCCC1C(=O)Nc1ccccc1Nc1ccccc1 (configuration not stated) | . | 0.2 | -0.2
CC[N+](CC)(CCO)CCCN1C(=O)C2CC=C(Cl)CC2C1=O (configuration not stated) | . | 0.08 | 0.43
COc1ccc(/C=C(/C(=O)NCc2ccccc2)c2ccccc2)cc1 | 13.3 | -0.09 | -0.01
CCc1ccc(CNC(=O)Cn2nc(-c3ccc(C)cc3)ccc2=O)cc1 | -72.7 | . | .

Three compounds picked at random from the list so far:
SMILES | Insulin prom inh | SDO1 yeast rescue | SDO1 yeast rescue Rescue 24 h
O=C(O)C1CCCCC1C(=O)Nc1ccccc1Nc1ccccc1 (configuration not stated) | . | 0.2 | -0.2
O=C(O)C1Sc2[nH]c(=O)sc2C2c3cc(Cl)ccc3OC(=O)C12 (configuration not stated) | . | 0.95 | 0.67
CN(C)CCCNC(=O)COc1ccc(Br)cc1Cl | -11.1 | 0.77 | 0.52

Next part.
SMILES | Insulin prom inh | SDO1 yeast rescue | SDO1 yeast rescue Rescue 24 h
C=CCN(C(=O)CCC(=O)Nc1cc(C)on1)C(C(=O)NC(C)(C)C)c1cccc(OC)c1OC (configuration not stated) | -103.7 | -0.75 | -1.35
COc1cc(CN(C(=S)NCC(=O)NC2CCCC2)C2CCCC2)cc(OC)c1OC | 6.7 | -0.26 | -0.89
CC(C)CC(=O)N1CCN(S(=O)(=O)c2ccc3ccccc3c2)CC1 | 25.0 | -0.68 | -0.39
COCCOC(=O)C1=C(C)NC2=C(C(=O)CC(C)(C)C2)C1c1ccc(N(C)C)cc1 (configuration not stated) | . | -0.07 | -0.71
COCC(=O)Nc1ccc(C(C)C)cc1 | 0.0 | 1.78 | 2.62
O=C(Nc1cccc(Cl)c1)N(CCN1CCOCC1)Cc1cccc(Cl)c1 | -57.7 | -1.88 | -1.52
CCCCCC1CCC(c2ccc(C(N)=O)cc2)CC1 (configuration not stated) | . | 0.96 | 1.63
CC1CCN(C(=O)CSCC(=O)Nc2nc(-c3cccs3)cs2)CC1 | 0.0 | -2.44 | -1.53
CCOC(=O)c1cc2c(=O)n3ccccc3nc2n(C(C)C)c1=NC(=O)c1ccncc1 | -85.7 | -0.89 | -0.37
CC(=O)Nc1cccc(NC(=O)C2CCCN2C(=O)Nc2ccc(Cl)cc2)c1 (configuration not stated) | . | 0.15 | 0.51
Cc1ccc(C(=O)NN(C)c2nc3ccccc3nc2C(F)(F)F)cc1 | -10.7 | -1.27 | -0.42
COc1ccc(N2CCN(C(=O)c3ccc(OCc4c(C)noc4C)c(OC)c3)CC2)cc1 | 5.7 | 0.84 | 0.4
Nc1nonc1-c1nc2ccccc2n1CC(=O)N1CCCCC1 | -12.9 | 1.13 | 0.94
O=C(O)C1C2C=CC3(CN(Cc4ccco4)C(=O)C13)O2 (configuration not stated) | . | 0.77 | 1.12
COC(=O)CN1C(=O)C(O)(CC(=O)c2ccc(Br)cc2)c2ccccc21 (configuration not stated) | . | -0.18 | -0.83
CCn1nc(C)c(NC(=O)c2ccc(Br)o2)c1C | -21.4 | 0.56 | 0.85
O=C(O)C1CCCCC1C(=O)N1CC=C(c2ccccc2)CC1 (configuration not stated) | 16.9 | -1.41 | -1.4
CN1CCN(CCCn2cnc3c(=O)oc4ccccc4c32)CC1 | 45.5 | 0.43 | -0.43
Cc1ccc(OCC(=O)NNC(=O)c2cccnc2)cc1C | -7.3 | . | .
CC(C)Nc1nc(NC(C)C)nc(SCCOC(=O)Nc2ccc(Cl)cc2Cl)n1 | 50.0 | -0.49 | 0.21
CCCCC(c1nnnn1CC1CCCO1)N1CCN(c2nc3ccccc3s2)CC1 (configuration not stated) | . | -1.36 | -0.78
COc1ccccc1Oc1c(C)oc2cc(OC(=O)c3ccco3)ccc2c1=O | 41.3 | -0.33 | -0.36

Full records, looked up by structure. Order of screens: Insulin prom inh	SDO1 yeast rescue	SDO1 yeast rescue Rescue 24 h
CCCCC(c1nnnn1CC1CCCO1)N1CCN(c2nc3ccccc3s2)CC1 (configuration not stated) is listed with .	-1.36	-0.78
Nc1nonc1-c1nc2ccccc2n1CC(=O)N1CCCCC1 is listed with -12.9	1.13	0.94
Cc1ccc(OCC(=O)NNC(=O)c2cccnc2)cc1C is listed with -7.3	.	.
CC(C)CC(=O)N1CCN(S(=O)(=O)c2ccc3ccccc3c2)CC1 is listed with 25.0	-0.68	-0.39
CCOC(=O)c1cc2c(=O)n3ccccc3nc2n(C(C)C)c1=NC(=O)c1ccncc1 is listed with -85.7	-0.89	-0.37

These rows are one share of the data, so the mix of outcomes need not match the whole.
